# Screening data (PubChem)
# GAA glycogen: inhibitors or activators of human alpha-glucosidase glycogen cleavage | recombinant GAA, glycogen substrate, Amplex Red glucose oxidase fluorescence | Potency, µM (series often up to 76.4 µM), inactives show at the highest dose activity change, negative = inhibition, actives largely listed as inhibitors | 300,000 tested, 0.38% active;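 note: potency is the fitted concentration of half-maximal effect; 0% = full enzyme reaction and -100% = no-enzyme basal signal; the screen sought inhibitors and activators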
#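 Recombinant enzyme (4 nM final) with compounds titrated up to 77 uM and bovine liver glycogen (30 ug) in citrate pH 5.0, 0.01% Tween-20, 37 C 40 min. Released glucose detected by Amplex Red/glucose oxidase (Ex 573/Em 610); AC50 from Hill fits.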
# GAA inh: alpha-glucosidase (human) inhibition | AID 1466 | 200,000 tested, 0.005% active | Potency, µM (series often up to 76.9 µM), for inactives: at the top dose activity change, negative = inhibition, most hits filed as inhibitors | purified human GAA, 4-MU-alpha-glucoside fluorescence;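 note: potency is the fitted concentration of half-maximal effect; plate controls were uninhibited enzyme wells for no effect and no-enzyme background for full effect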
#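 qHTS format, compound range up to 77 uM. Human lysosomal enzyme at 4 nM, 400 uM 4-MU glucoside substrate, pH 5.0, 20 min room temperature; fluorescence after alkaline stop gives activity normalized to controls.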
# CBFb-RUNX1 inh: blocks binding between human CBF-beta and RUNX1. AID 1477. Q01196+Q13951. Potency, µM (series often up to 59.8 µM), inactives show at the top dose activity, negative = inhibition, actives largely listed as inhibitors. 230,000 tested, under 10 active. AlphaScreen CBFb-His/RUNX1-biotin binding, biochemical; note: % of control where 0% means no effect
# Target sequence (Q01196 whole entry, looked up): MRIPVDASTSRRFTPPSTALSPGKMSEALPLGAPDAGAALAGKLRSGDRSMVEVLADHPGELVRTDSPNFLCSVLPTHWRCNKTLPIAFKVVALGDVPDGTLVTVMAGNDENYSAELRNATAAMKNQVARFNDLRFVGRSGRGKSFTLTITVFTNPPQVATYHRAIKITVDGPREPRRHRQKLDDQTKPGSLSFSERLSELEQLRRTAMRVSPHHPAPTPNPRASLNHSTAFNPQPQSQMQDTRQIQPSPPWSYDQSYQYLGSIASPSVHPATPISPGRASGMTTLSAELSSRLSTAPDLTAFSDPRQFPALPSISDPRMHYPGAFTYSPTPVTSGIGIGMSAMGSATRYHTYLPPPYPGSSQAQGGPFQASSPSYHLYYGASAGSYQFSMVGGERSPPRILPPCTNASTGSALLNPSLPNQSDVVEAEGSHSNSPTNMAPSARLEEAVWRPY
# Target sequence (Q13951 whole entry, looked up): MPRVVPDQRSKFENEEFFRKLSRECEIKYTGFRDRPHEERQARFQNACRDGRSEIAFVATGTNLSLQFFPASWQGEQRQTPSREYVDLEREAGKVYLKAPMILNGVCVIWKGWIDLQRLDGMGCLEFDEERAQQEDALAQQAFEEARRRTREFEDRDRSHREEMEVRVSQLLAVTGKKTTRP
#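 Room-temperature protein-protein interaction test with 30 nM each of His-tagged CBF-beta and biotinylated RUNX1, 15 min with compound, then 90 min with nickel plus streptavidin beads. Signal read in AlphaScreen mode.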
# HTT aggregate: inhibitors of mutant huntingtin aggregate formation in PC12 cells. AID 1688. 220,000 tested, 1.1% active. Potency, µM (top dose mostly 46.1 µM), inactives show at the highest dose activity change, negative = inhibition, most hits filed as inhibitors. PC12 HttQ103-GFP aggregates, Acumen cytometry, 40 h; note: potency is the fitted concentration of half-maximal effect; % is set by controls: 0 for no effect and ±100 for the full control effect; nearly all actives have a fitted effect of over 60% in size
#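 Steps: seed 1500 PC12 HTTQ103-GFP cells/well; add tebufenozide, 100 nM final; add compound titration; add ATPLite reagent; quantify GFP aggregates by laser scanning cytometry.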
# HTT cytoprotect: cytoprotection in Huntington HTT-Q103 PC12 cell model; PC12 HTT-Q103 induced, cytoprotection, ATP luminescence, 40 h; Potency, µM (top dose mostly 56.4 µM), inactives show cytoprotection (ATP increase), usual class: activators; 230,000 tested, 0.14% active;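 note: potency is the fitted concentration of half-maximal effect; % of control where 0% means no effect; nearly all actives have a fitted effect of over 45% in size; toxic huntingtin expression switched on by the ecdysone agonist tebufenozide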
#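 Rat PC12, Q103 Htt exon1-GFP fusion, ecdysone promoter; tebufenozide inducer 100 nM final; compound titration; qHTS, 1500 cells/well; ATPlite luminescent read.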
# GAA spleen mod: inhibitors or activators of human alpha-glucosidase in spleen homogenate. human spleen homogenate, 4-MU-alpha-glucoside fluorescence. Potency, µM (series often up to 79.9 µM), without a hit: top-dose activity change, negative = inhibition, usual class: inhibitors. 240,000 tested, 0.006% active. AID 2112;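 note: potency is the fitted concentration of half-maximal effect; 0% = enzyme with vehicle and -100% = no enzyme basal signal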
#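 Compounds were titrated against alpha-glucosidase in spleen homogenate at pH 5.0, with 1 mM 4-methylumbelliferyl substrate for 40 min at 37 C. Reactions were quenched with pH 10 NaOH/glycine and fluorescence measured.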
# Lamin A splicing: LMNA splicing modulation | HeLa LMNA splicing GFP/RFP minigene ratio, 48 h | Potency, µM (titrated, usually from 46.1 µM), for inactives: at the highest dose ratio change, negative = inhibition, usual class: inhibitors | 200,000 tested, 0.01% active | AID 1487; active = well fitted inhibition curve with a large enough effect in the signal ratio, with a control signal flat, not every such curve was filed as active; inconclusive = small, poorly fitted or top-dose-only effect, or effect the other way, or a change in a side signal; the % refers to the signal ratio; note: potency is the fitted concentration of half-maximal effect; % is set by controls: 0 for no effect and ±100 for the full control effect
#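 S3 HeLa stable clones carrying a lamin A-EGFP splicing minigene plus DsRed2 were seeded at 600 cells/well in Opti-MEM with 2% FBS, pin-dosed and incubated 48 h at 37°C. Acumen cytometry (488 nm) gave the GFP/RFP total-intensity ratio.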
# The depositor's hits bear a star; ? = inconclusive; nt = not tested or not shown; [ ] = dose if it differs, or a comment. Unless noted, calls come from the whole dose curve; as a rule, active = well fitted curve in the direction sought with a large enough effect; inconclusive = small, poorly fitted or top-dose-only effect, or another doubt; inactive = no such curve, though single readings can be large; an effect the other way counts as inactive or inconclusive.
no. | molecule | GAA inh | Lamin A splicing | HTT aggregate | CBFb-RUNX1 inh | GAA spleen mod | GAA glycogen | HTT cytoprotect
1 | CC1=NN(c2ccccc2)C(=O)C1/C=C1/NC(=S)NC1=O (stereo not drawn) | nt | nt | 28%[9.22 µM] | -1% | -8% | -25% | 12%[10 µM]
2 | O=C(CN1CCC(Cc2ccccc2)CC1)NC(=O)NCc1ccccc1 | -4% | -16% | -25% | 5% | -8% | 6% | 7%[10 µM]
3 | O=C(c1ccco1)n1nc(-c2ccccc2)nc1NCc1ccco1 | 5% | 0% | -21% | 6% | 6% | 0% | 14%
4 | CCOc1cc(/C=C(\C#N)c2[nH]nc(N)c2C#N)ccc1O | -16% | 3% | -32% | -1% | -13% | -26% | -112%[inhibitor]
5 | Cc1cc(=O)oc2cc(NC(=O)C3CCCC3)ccc12 | ? | 4%[46 µM] | 3% | 3% | 7% | ? | nt
6 | COCCN(CCOC)S(=O)(=O)c1ccc(C(=O)Nc2ccc(S(=O)(=O)Nc3nccc(C)n3)cc2)cc1 | -12% | 8%[9.22 µM] | 9% | -2% | 3% | 0% | -37%
7 | CCOC(=O)c1cnc2nc(C(F)(F)F)[nH]n2c1=O | -3% | 3% | 12% | 10% | 2% | 7% | 9%
8 | CCOc1ccc(-c2nnc(-c3ccc(OC)cc3)o2)cc1 | -14% | -1% | -11% | 21% | -9% | -7% | 2%[1.9 µM]
9 | CC(C(=O)c1ccc(-c2ccccc2)cc1)[n+]1ccccc1 (stereo not drawn) | -6% | ? | ? | 7% | -1% | -12% | -53%[inhibitor]
10 | Nc1nc(NCc2ccccc2)nc(Nc2ccc(F)cc2)c1[N+](=O)[O-] | -1% | 2% | 0% | 2% | 3% | -2% | -12%
11 | CCOC(=O)c1c(-c2ccc(C)o2)csc1NC(=S)NC(=O)c1ccc(F)cc1 | ? | -1% | -11% | 10% | -5% | -2% | 7%[10 µM]
12 | CCc1ccccc1NC(=S)N(CCOC)C(C)c1ccco1 (stereo not drawn) | nt | nt | -1%[9.22 µM] | 2% | 4% | -5% | 9%[10 µM]
13 | CCOC(=O)c1cc(CC)sc1N | -3% | 10% | 17%[9.22 µM] | 1% | -4% | ? | 3%
14 | C=C(C)[C@@H]1CC=C(C(=O)O)CC1 | nt | nt | 14%[9.22 µM] | 14% | -3% | 7% | 8%[10 µM]
15 | O=C(CNC(=O)c1ccco1)NCCCc1ccccc1 | 9% | 11% | 19% | 2% | 2% | 0% | -5%[10 µM]
16 | O=[N+]([O-])c1cc(Cl)cc(C2=NCCN2)c1 | 0% | 6% | 4% | 0% | -6% | -5% | -8%
17 | O=C(N/N=C/c1ccco1)c1cccc(N2CCCC2=O)c1 | -4% | -10% | 12% | -6% | -12% | -11% | -12%[1.9 µM]
18 | Cn1c(CCC(=O)Nc2ccccc2F)nnc1SCC(=O)Nc1ccccc1Cl | 2% | nt | 2% | 10% | -2% | -4% | nt
19 | CC(C)(C)OC(=O)NCCCC1=CC2=CC(=O)C(C)(OC(=O)c3cnc4ccccc4n3)C(=O)C2=CO1 (stereo not drawn) | nt | nt | nt | -10% | 5% | nt | -8%
20 | CC(C)(C)C1CCc2c(sc(NC(=O)c3cccs3)c2C(=O)N2CCCCC2)C1 (stereo not drawn) | -2% | ? | -10% | -2% | 5% | -9% | -8%
21 | CC(=O)c1cccc(NC(=O)NCc2cccnc2)c1 | 2% | -7% | 4% | -8% | 0% | -2% | -12%
22 | O=C(NCc1nc2ccccc2[nH]1)C1=C[C@H](C2CCCCC2)C[C@H](OCc2ccc(CO)cc2)O1 | nt | nt | 18%[9.22 µM] | -8% | 3% | -4% | 28%[10 µM]
23 | CCN(CC)Cc1c[nH]c2c(C(=O)OC)cccc12 | ? | ? | ? | 30% | 8% | 1% | 6%
24 | COc1ccc(-c2nc(Cc3ccc(Cl)cc3)no2)cc1OC | -8% | -2% | -1% | -1% | 2% | 8% | 2%
25 | COc1ccc(CC(=O)N2CCC(Nc3nc4ccccc4n3Cc3ccc(F)cc3)CC2)cc1 | ? | ? | -26% | 0% | 4% | 2% | -11%[1.9 µM]
26 | Cn1c(SCC(=O)N2CCCC2)nc2ccccc2c1=O | 9% | -8% | -6% | 1% | 4% | -14% | -9%[10 µM]
27 | O=C(N/N=C/c1cccc(Oc2ccc([N+](=O)[O-])cc2[N+](=O)[O-])c1)c1cncc(Br)c1 | -4% | ? | -16% | 6% | 8% | -22% | 1%
28 | Cc1cc(OCC(=O)Nc2ccncc2)c(C)cc1Br | -6% | -17% | -18% | 2% | 3% | -1% | 17%
29 | CCOC(CNC(=O)CCc1c(C)nc2ncnn2c1C)OCC | -13% | 9% | 22% | -11% | -7% | 5% | 15%
30 | CC(=O)Nc1ccc(-c2cc(-c3ccc(NC(C)=O)cc3)nc(-c3ccccc3)n2)cc1 | 5% | 5% | 27% | -5% | 5% | 8% | -9%
31 | O=C(c1cccc(F)c1)N1CCC(N2CCCCCC2)CC1 | -1% | -2% | -7% | -1% | -5% | -12% | 0%
32 | COc1cc(/C=N/NC(=O)c2ccc(CSc3nncn3C)cc2)cc(OC)c1O | -13% | 2%[46 µM] | 9% | 0% | -1% | ? | 6%[10 µM]
33 | CCCc1ccc(OCc2nc(-c3ccc(NC(=O)c4ccco4)cc3)no2)cc1 | 0% | 6% | 2% | 3% | -2% | -12% | -24%[0.074 µM]
34 | C=CCSc1nnc2c(n1)OC(c1cccnc1)Nc1ccccc1-2 (stereo not drawn) | -9% | -8% | -7% | -4% | -5% | -8% | 17%
35 | CC(C)(C)[C@@H]1C=C(C(=O)N2CCN(Cc3ccccc3)CC2)O[C@H](OCCCCO)C1 | nt | nt | 14%[9.22 µM] | 3% | -2% | 7% | 11%[10 µM]
36 | CC(C)(C)c1ccc(OCc2nnc(SCC(N)=O)n2N)cc1 | -1% | -19%[46 µM] | 2% | -6% | -2% | -3% | -55%[inhibitor]
37 | CCOC(=O)C1CCCN(c2c(NCCc3ccc(S(N)(=O)=O)cc3)c(=O)c2=O)C1 (stereo not drawn) | -5% | -3% | -5% | 2% | -2% | 22% | -25%
38 | O=C(NCCCn1ccnc1)c1cnn2c1NC(c1ccccc1)CC2C(F)(F)F (stereo not drawn) | -11% | 4% | 0% | 2% | -5% | -1% | -9%
39 | CCCCN(C)C(=S)Nc1ccc2nc3n(c(=O)c2c1)CCCCC3 | 9% | -23%[46 µM] | 17% | 7% | -5% | -17% | -8%
40 | CC(C)OCCCNC(=O)CCC(=O)NNc1nc2ccccc2c2nc(-c3ccccc3)nn12 | 8% | ? | ? | 3% | -8% | -21% | -91%[inhibitor][10 µM]
41 | COc1cc(-c2nnc3n2N=C(c2ccccc2)CS3)cc(OC)c1OC | -1% | ? | 14% | 1% | -5% | 9% | -23%[0.074 µM]
42 | COc1cccc2c1OC1(C)CC2NC(=O)N1Cc1ccccc1 (stereo not drawn) | -4% | -7% | 21% | -4% | -36% | 5% | -1%
43 | CCOc1ccc(Br)cc1C1C(C(=O)OC)=C(N)Oc2cc(N(C)C)ccc21 (stereo not drawn) | 0% | ? | -20% | -28% | -8% | -5% | -30%
44 | Cn1c(=O)[nH]c(=O)c2c1nc1n2CCS1 | 4% | -9%[46 µM] | 4% | 2% | 0% | -4% | -40%[inhibitor]
45 | CCn1c(N2CCN(CC(=O)c3c[nH]c4ccccc34)CC2)nc2c1c(=O)[nH]c(=O)n2C | -1% | ? | 9% | 0% | 4% | 4% | -14%
46 | O=C(NCCCN1CCOCC1)c1coc2ccccc2c1=O | ? | 4% | 13% | 1% | -3% | 1% | -16%[10 µM]
47 | COC(=O)c1cn(NC(=O)Cc2ccccc2Br)c(=O)c2ccccc12 | 1% | -8%[9.22 µM] | 21% | 0% | -2% | 4% | 6%
48 | COc1ccc2nc(NC(=O)CCN3C(=S)NC(C)(C)CC3C)sc2c1 (stereo not drawn) | 2% | -19% | -9% | -5% | -1% | 17% | -11%[10 µM]
49 | COC(=O)c1cc(-c2ccc(C)cc2)n[nH]1 | 0% | -2%[46 µM] | 15%[9.22 µM] | 4% | -2% | 6% | 14%[10 µM]
50 | Cc1ccc(CNC(=O)C2(c3cccs3)CCOCC2)cc1 | -1% | ? | 0% | 0% | 5% | -4% | -3%[10 µM]
51 | Cc1ccc2c(c1)c1nnc(SCC(=O)Nc3ccccc3C(F)(F)F)nc1n2CC(=O)O | 10% | nt | ? | -3% | -2% | 3% | -52%
52 | CCc1ccc(C(C)NC(=O)Cn2cnc3c(=O)n(C)c(=O)n(C)c32)cc1 (stereo not drawn) | 1% | -14% | -18% | 14% | 2% | 1% | 16%[10 µM]
53 | CCOc1ccc(Nc2oc(-c3cccc(Cl)c3)nc2C#N)cc1 | 2% | 8% | 6%[9.22 µM] | 0% | -6% | -29% | -1%
54 | CC(C)(C)OC(=O)N1CCC[C@H]1c1nnc(SCc2ccccc2)o1 | nt | nt | -19%[9.22 µM] | 5% | 0% | 5% | 6%[10 µM]

# Among those listed so far, seven have an NH in an aromatic ring:
no. | molecule | GAA inh | Lamin A splicing | HTT aggregate | CBFb-RUNX1 inh | GAA spleen mod | GAA glycogen | HTT cytoprotect
4 | CCOc1cc(/C=C(\C#N)c2[nH]nc(N)c2C#N)ccc1O | -16% | 3% | -32% | -1% | -13% | -26% | -112%[inhibitor]
7 | CCOC(=O)c1cnc2nc(C(F)(F)F)[nH]n2c1=O | -3% | 3% | 12% | 10% | 2% | 7% | 9%
22 | O=C(NCc1nc2ccccc2[nH]1)C1=C[C@H](C2CCCCC2)C[C@H](OCc2ccc(CO)cc2)O1 | nt | nt | 18%[9.22 µM] | -8% | 3% | -4% | 28%[10 µM]
23 | CCN(CC)Cc1c[nH]c2c(C(=O)OC)cccc12 | ? | ? | ? | 30% | 8% | 1% | 6%
44 | Cn1c(=O)[nH]c(=O)c2c1nc1n2CCS1 | 4% | -9%[46 µM] | 4% | 2% | 0% | -4% | -40%[inhibitor]
45 | CCn1c(N2CCN(CC(=O)c3c[nH]c4ccccc34)CC2)nc2c1c(=O)[nH]c(=O)n2C | -1% | ? | 9% | 0% | 4% | 4% | -14%
49 | COC(=O)c1cc(-c2ccc(C)cc2)n[nH]1 | 0% | -2%[46 µM] | 15%[9.22 µM] | 4% | -2% | 6% | 14%[10 µM]
